aSyn yeast rescue – rescues yeast growth from alpha-synuclein toxicity; S. cerevisiae alpha-synuclein toxicity rescue, BacTiter-Glo growth, 24 h; Potency, µM (titrated, usually from 46.1 µM), for the others: top-dose growth rescue (activation), hits mostly activators; hit rate 0.02% among 94,000; AID 1347070; active = well fitted activation curve with a large enough effect; inconclusive = small, poorly fitted or top-dose-only effect; note: 0% is about no effect
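Growth restoration measured by BacTiter-Glo luminescence after 24 hr at 30 deg C; alpha-synuclein yeast, raffinose-pregrown to mid-log, were added at OD600=0.02 in galactose medium onto pinned compounds.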
* = called active by the depositor; ? = inconclusive; & = joins results of further samples; [ ] = dose if it differs, or a comment. Potency is the fitted concentration of half-maximal effect.

The opening 2 records (preview)
No.	SMILES	aSyn yeast rescue
1	CSc1nc(-c2ccc(F)cc2)nc2c1Cc1c(CO)cnc(C)c1O2	0.4%
2	Cc1ccccc1CN1C(=O)c2ccccc2Sc2ccc(C(=O)NCc3ccccc3)cc21	7.0%

The whole of this part (from the top)
No.	SMILES	aSyn yeast rescue
1	CSc1nc(-c2ccc(F)cc2)nc2c1Cc1c(CO)cnc(C)c1O2	0.4%
2	Cc1ccccc1CN1C(=O)c2ccccc2Sc2ccc(C(=O)NCc3ccccc3)cc21	7.0%
3	O=S(=O)(c1ccc(NCc2ccc(F)cc2)nc1)N1CCCC1	-10.0%
4	COc1cccc(CNCc2c(C(=O)O)n(Cc3ccc(C)cc3)c3cc(C)ccc23)c1OC	-5.1%
5	CCOC(=O)C1CCCN(c2c(NCCc3ccccc3)c(=O)c2=O)C1 (stereo unspecified)	-1.9%
6	COc1ccc(CNC(=O)C(=O)NCC2OCCN2S(=O)(=O)c2cccs2)cc1 (stereo unspecified)	8.3%
7	CCN(CC)Cc1c(C(=O)N/N=C/c2ccccn2)nnn1-c1nonc1N	9.2%
8	COc1cc(OC)cc(-c2nnc(NC(=O)CCS(=O)(=O)c3ccc(C)cc3)o2)c1	4.7%
9	CCOC(=O)c1cc(S(=O)(=O)N2CCN(c3ccc(OC)cc3)CC2)[nH]n1	-1.0%
10	CCOC(=O)Cn1cnc2c(nnn2-c2ccccc2)c1=O	-1.8%
11	O=C(Oc1ccc(-c2nnco2)cc1)c1ccco1	12.2%
12	Cc1cc2c(cc1S(=O)(=O)N(CCN(C)C)Cc1ccccc1)OCC(=O)N2	-0.7%
13	Cc1cccc(-c2nn3c(=O)cc(CN4CCN(S(=O)(=O)c5ccc(Cl)cc5)CC4)nc3s2)c1	11.0%
14	COc1ccc(C2Nc3ccccc3-c3nnc(SC)nc3O2)cc1C (stereo unspecified)	5.0%
15	CCCCn1c(=O)nc2n(-c3ccc(F)cc3)c3ccccc3cc-2c1=O	5.4%
16	CCOC(=O)c1ccc(N2CCN(c3ccccc3F)CC2)c(NC(=O)Nc2ccc(Cl)c(Cl)c2)c1	?
17	COc1ccc(CCNc2nc3ccc(C)cc3n3cnnc23)cc1OC	-8.5%
18	NS(=O)(=O)c1ccc(NC(=S)NC(=O)c2ccc(Br)o2)cc1	-10.5%
19	CSc1nc(SCCN(C)C)c2c3c(sc2n1)COC(C)(C)C3	-2.1%
20	O=C1CCC2c3[nH]c4ccccc4c3CCN12 (stereo unspecified)	-3.5%
21	Cn1c(=O)oc2cc(S(=O)(=O)N3CCCC(C(=O)N4CCN(c5ccccc5F)CC4)C3)ccc21 (stereo unspecified)	7.9%
22	Cc1ccc(S(=O)(=O)N(C)CC(=O)N2CCN(Cc3ccc4c(c3)OCO4)CC2)cc1	-13.2%
23	CCc1ccccc1Nc1nc(N)nc(COC(=O)C2CCN(C(=O)c3ccc(F)cc3)CC2)n1	-2.1%
24	O=C(Nc1ccc2c(c1)N(C1CCCC1)C(=O)c1ccccc1S2)c1ccccc1F	-11.9%
25	Cc1cn(C)c(CC(=O)Nc2ccc(F)cc2Cl)c1C(=O)O	4.4%
26	CCCNc1ncnc2c1c(-c1ccccc1)cn2-c1ccccc1	-11.7%
27	CN(Cc1nc(Cc2cccc(F)c2)no1)CC1COCCO1 (stereo unspecified)	0.4%
28	COc1ccc(-c2noc(C3CCCN(C(=O)c4ccc(C)cc4)C3)n2)cc1 (stereo unspecified)	12.1%
29	Cc1ccc(NC(=O)COc2ccc3c(c2)CCC3)nc1	-8.8%
30	O=C(N/N=C/c1ccc(OC(=O)c2ccccc2)cc1)c1cccc(O)c1	-2.5%
31	CC1CC(C)CN(c2cc(=O)n(Cc3ccc(F)cc3)c(=O)[nH]2)C1 (stereo unspecified)	-2.6%
32	CC(=O)c1cc(-c2ccccc2)n(CCC(=O)Nc2nc3c(C)cccc3s2)c1C	-1.3%
33	Cc1ccc(NC(=O)CS(=O)(=O)c2nc(-c3ccc(C)cc3)cn2-c2ccc(C)cc2)cc1	16.4%
34	CCCCSCCCNC(=O)C1CCN(Cc2nc(-c3cccc(Br)c3)oc2C)CC1	-5.4%
35	CCOc1cc2c(cc1OCC)C(CC(=O)O)N(C(=O)Nc1ccc(Br)c(C)c1)CC2 (stereo unspecified)	-11.3%
36	CN(C)/C=N/c1[nH]ncc1C#N	9.9%
37	N=C1/C(=C\c2ccc(OC(=O)c3ccc(F)cc3)cc2)C(=O)N=C2SC(N3CCCC3)=NN12	-4.9%
38	Cc1cc(C)c(NC(=O)CSc2ccc(-c3sc(-c4ccccc4)nc3C)nn2)c(C)c1	-11.5%
39	CCn1cc(C(=O)OCC(=O)Nc2cccc(C(C)=O)c2)c(=O)c2ccc(C)nc21	-5.3%
40	COc1ccc(NC(=O)CN2C(=O)C(c3ccc(C)cc3)=NC23CCCCCC3)cc1Cl	3.4%
41	O=c1[nH]c(C2CCCN(S(=O)(=O)c3ccccc3Cl)C2)nc2c1nnn2Cc1ccc(OC(F)(F)F)cc1 (stereo unspecified)	16.8%
42	COc1cc(OC)nc(NC(=O)NS(=O)(=O)c2ccc(F)cc2)n1	-26.9%
43	COc1cc(/C=N\NC(=O)CNC(=O)C(c2ccccc2)c2ccccc2)ccc1O	-5.9%
44	CCOC(=O)c1c(S(=O)(=O)NCC(=O)Nc2cccc(CC)c2)c(C)n(C)c1C	8.7%
45	CCn1nc(-c2ccccc2)c(-c2ccccc2)c(C(=O)OCCOC)c1=O	-12.5%
46	CCc1ccc(NC(=O)CN2C(=O)CCSc3ccc(S(=O)(=O)N4CCCC4)cc32)cc1	-10.5%
47	Cc1ccccc1-c1nnc(CN2CCN(c3cc(Cl)ccc3C)CC2)o1	-47.0%[inhibitor]
48	C[C@H](NC(=O)C1CCN(S(=O)(=O)c2ccccc2)CC1)C(=O)NCc1cccnc1	-7.9%
49	Cc1cccc(NC(=O)c2cc3c(=O)n4ccccc4nc3n2C)c1C	4.2%
50	CCOC(=O)C1=C(COC(=O)Cc2ccccc2F)NC(=O)NC1C (stereo unspecified)	-6.4%

Additional entries follow:
No.	SMILES	aSyn yeast rescue
51	O=C(NCCc1ccccc1)C1CCC(Cn2c(=O)c3ccccc3n(Cc3cccc(Cl)c3)c2=O)CC1 (stereo unspecified)	-5.9%
52	CCc1ccc(S(=O)(=O)c2cn(CC(=O)Nc3ccc(C)cc3)c3ccccc3c2=O)cc1	2.4%
53	CCNc1nc(NCC)n2c(SCC(=O)Nc3ccc(C)c(C)c3)nnc2n1	2.6%
54	Cc1ccccc1NC(=O)c1c(C)oc2ccc(O)c(CN(C)Cc3ccccc3)c12	13.8%
55	CCn1ccc(C(=O)Nc2ccc(Cl)cn2)n1	6.3%
56	CC(=O)Cn1c2ccccc2n2nc(CCC(=O)O)c(=O)nc12	-0.7%
57	CC1Cc2ccccc2N1C(=O)c1cnc2sccn2c1=O (stereo unspecified)	-2.3%
58	O=C(COC(=O)CCc1nc2ccccc2s1)Nc1ccc(Cl)cn1	2.4%
59	Cc1cc(C)c(NC(=O)CSc2nc3ccncc3[nH]2)c(C)c1	-14.4%
60	COc1ccc(OC)c(CN2CCN(C(=O)CN3C(=O)NC4(CCCC4)C3=O)CC2)c1	10.9%
61	Cc1cc(C)c2c(NC(=O)c3ccccc3Cl)c(C(=O)Nc3ccc(C)c(C)c3)sc2n1	3.5%
62	COc1cccc(/C=C2\Oc3ccc(O)cc3C2=O)c1O	-2.3%
63	Cc1cccc(CC2CC(=O)N(CCc3ccc4c(c3)OCO4)C2=O)c1 (stereo unspecified)	3.3%
64	Cc1cc2c(cc3c(SCC(=O)Nc4ccc(Cl)cc4F)nncn32)o1	9.9%
65	Cn1nnnc1SCC(=O)Nc1ccc(Cl)c(S(=O)(=O)N2CCOCC2)c1	-9.6%
66	Cc1ccc2c(CN3CCN(Cc4ccccc4Cl)CC3)cc(=O)oc2c1	7.8%
67	Cc1ccc(NC(=O)Nc2nnc(N(CC(C)C)CC(C)C)s2)cc1Cl	-3.5%
68	CC(Nc1ccc2c(c1)OCCO2)C(=O)Nc1ccc2c(c1)OCO2 (stereo unspecified)	0.8%
69	CC1Oc2ccccc2OC1(O)c1ccc2ccccc2n1 (stereo unspecified)	-5.0%
70	CCc1nnc(NC(=O)C2CC(=O)N(CCc3ccc(F)cc3)C2)s1 (stereo unspecified)	-5.5%
71	CC1CCc2nc(NC(=O)Nc3ccc4c(c3)OCO4)sc2C1 (stereo unspecified)	1.4%
72	Cc1cccc(C)c1NC(=O)Cn1c(=O)n(Cc2ccc3c(c2)OCO3)c(=O)c2oc3ccccc3c21	6.6%
73	O=C(COc1ccccc1)N1CCN=C1SCc1ccccc1F	-5.1%
74	COc1ccc(S(=O)(=O)N(C)C[C@H]2OCc3cnnn3CCCC(=O)N([C@@H](C)CO)C[C@H]2C)cc1	11.4%
75	Cc1ccc(S(=O)(=O)Nc2ccccn2)c(C)c1	-11.5%

Down the list, from the results shown.
Nos. 63 to 72 in aSyn yeast rescue, in turn: 3.3%, 9.9%, -9.6%, 7.8%, -3.5%, 0.8%, -5.0%, -5.5%, 1.4%, 6.6%

(listing goes on)
No.	SMILES	aSyn yeast rescue
76	COc1cc(OC)cc(C(=O)NNC(=O)CN2C(=O)NC(C)(c3ccccc3)C2=O)c1 (stereo unspecified)	-0.1%
77	Cc1cccc(NC(=O)CSc2nc(=O)n(Cc3cccnc3)c3c2CCC3)c1C	4.5%
78	COc1ccc(NS(=O)(=O)c2ccc3c(c2)NC(=O)CCS3)c(OC)c1	4.1%
79	C[C@@H]1CN([C@@H](C)CO)C(=O)CCCn2cc(nn2)CO[C@H]1CN(C)S(=O)(=O)c1ccccc1C#N	-10.1%
80	O=C(Nc1ccccc1Cl)OCC#CCOC(=O)Nc1ccccc1Cl	-2.0%
81	COc1ccccc1NC(=O)CSc1ncc2c(n1)-c1cc(Cl)ccc1N(C)S2(=O)=O	7.5%
82	CCOCCCNc1nc2ccccc2n2c(CC)nnc12	0.9%
83	Cc1ccc(NC(=O)CCNS(=O)(=O)c2cccc3nsnc23)cc1	3.0%
84	CC(=O)c1cccc(NC(=O)c2cc(-c3ccco3)nc3ccccc23)c1	-4.2%
85	COc1ccccc1CCNC(=O)C(=O)NCC1CCCN1S(=O)(=O)c1ccccc1 (stereo unspecified)	-2.8%
86	COc1ccccc1-c1nn(CCC(=O)Nc2ccc(C)cc2)c2nc(C)cc(C)c12	19.5%
87	CCOc1ccccc1NC(=O)Cn1c(=O)n(Cc2ccccc2)c(=O)c2c1c1cc(C)ccc1n2C	-0.6%
88	Cc1cc(C(=O)NC(Cc2ccccc2)C(=O)O)c(C)o1 (stereo unspecified)	-1.2%
89	O=C(Nc1cccc(Cl)c1)N1CCSc2ccccc21	-5.5%
90	COC(=O)c1nc2n(n1)C(c1cc(OC)ccc1OC)C(C(=O)Nc1ccc(C)cc1C)=C(C)N2 (stereo unspecified)	3.3%
91	O=c1[nH]c(=S)n(-c2ccc(Br)cc2)c2ncccc12	-2.5%
92	CN(C(=O)COC(=O)c1cccc(S(=O)(=O)N2CCCCCC2)c1)c1ccccc1	13.5%
93	CC(=O)Nc1ccc(C(=O)CSc2nnc(-c3ccccc3)n2-c2ccccc2)cc1	1.2%
94	Cc1ccc(CCNC(=O)c2ccc3c(c2)nc2n3CCC(C)C2)cc1 (stereo unspecified)	-3.6%
95	Cc1cc(C)c2cc(C(=O)Nc3ccc4c(c3)OCO4)[nH]c2c1	-6.3%
96	CN(C)S(=O)(=O)c1cccc(NC(=O)CSc2nnnn2-c2ccccc2)c1	3.1%
97	CC[C@@H](NCCCn1cnc2c(SC)ncnc21)c1ccccc1	-3.1%
98	CCCn1c2ccccc2c2cnn(CC(=O)NCCc3ccc(S(N)(=O)=O)cc3)c(=O)c21	-3.0%
99	COc1cc(NS(=O)(=O)c2c(C)nc3sc(C)c(C)n3c2=O)cc(OC)c1	1.1%
100	Cc1cccc(N(C)S(=O)(=O)c2nnc(NC(=O)c3cccs3)s2)c1	27.8%

Three structures already listed, arranged by SMILES length, lowest first.
No.	SMILES	aSyn yeast rescue
96	CN(C)S(=O)(=O)c1cccc(NC(=O)CSc2nnnn2-c2ccccc2)c1	3.1%
85	COc1ccccc1CCNC(=O)C(=O)NCC1CCCN1S(=O)(=O)c1ccccc1 (stereo unspecified)	-2.8%
93	CC(=O)Nc1ccc(C(=O)CSc2nnc(-c3ccccc3)n2-c2ccccc2)cc1	1.2%

(continued)
No.	SMILES	aSyn yeast rescue
101	O=C(N/C(=C/c1ccccc1Cl)C(=O)N1CCCC1)c1ccccc1	14.2%
102	COc1ccc(CCN2CC(C(=O)NCCc3ncccc3C)CCC2=O)cc1 (stereo unspecified)	-3.6%
103	COc1ccc(C(=O)Oc2cc(-c3ccc(OC)c(OC)c3)cc(=O)c3c(C)oc(C)c23)cc1	2.1%
104	CCC(=O)N=c1sc2c(OC)ccc(OC)c2n1C	3.4%
105	CCc1nonc1NC(=O)c1oc2cc(C)c(Cl)cc2c1C	-1.7%
106	Cc1cccc(NS(=O)(=O)c2ccc(Cl)c(C(=O)Nc3ccccc3C)c2)c1	2.1%
107	CC(=O)Nc1ccc(Oc2nc(-c3cccnc3)nc3sc4c(c23)CCCC4)cc1	-6.9%
108	Cc1nn(C)c2c(=O)c(=O)c2n(C)[nH]1	-2.7%
109	CCOc1ccccc1-n1nnc(-c2nc(-c3ccccc3)no2)c1N	2.8%
110	COc1ccc(N2CCN(C(=O)c3ccc4c(c3)CCN4S(C)(=O)=O)CC2)cc1	-1.5%&3.6%
111	Cc1ccc(S(=O)(=O)NN=C2CC(C)(C)CC(=O)C2(C)C)cc1	0.7%
112	Cc1cc(NC(=O)c2cccc(Cl)c2)ccc1-c1cc2ccccc2oc1=O	-0.8%
113	Cc1ccc(NC(=O)C2CCN(c3nnc(C)c4c(C)n(-c5ccccc5)nc34)CC2)c(Cl)c1	3.0%
114	CCc1cc2c(=O)c(-c3nc4ccccc4n3C)c(C)oc2c(CN2CCCCC2)c1O	-8.8%

Screening results (PubChem BioAssay)

Not all compounds are listed. The share of hits here may be higher or lower than overall.
